POLB inh = qHTS Assay for Inhibitors of DNA Polymerase Beta; P06746; Pol beta primer extension/strand displacement, fluorescence kinetic; Potency, µM (highest dose often 114 µM), inactives show at the top dose activity change, negative = inhibition, most hits filed as inhibitors; 340,000 compounds, 1.3% hits; AID 485314, 2010; also: potency is read from the fitted curve at half-maximal effect; % is scaled to controls: 0 for no effect and ±100 for the full control effect
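Enzyme-only controls used 10 nM Pol beta; buffer lacking enzyme served as negative control. Compound preincubated 15 min, then 50 nM substrate added; 0 and 10 min reads at room temperature.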
ALOX12 inh = Primary qHTS assay for inhibitors of human arachidonate 12S-lipoxygenase (ALOX12): Round 2. Polyunsaturated fatty acid lipoxygenase ALOX12 (Homo sapiens), P18054. purified 12hLO, xylenol orange hydroperoxide absorbance. Potency, µM (doses to about 108 µM), without a hit: at the top dose activity change, negative = inhibition, actives largely listed as inhibitors. 580,000 compounds, 1.1% hits; also: potency is read from the fitted curve at half-maximal effect; % is scaled to controls: 0 for no effect and ±100 for the full control effect
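Purified human 12hLO (150 nM final) in 25 mM Hepes, 0.01% Triton X-100, pH 7.0 was preincubated 15 min at room temperature with compound. Then 40 uM arachidonic acid was added, 30 min. Hydroperoxide was read by Fe-XO absorbance ratio 573/405 nm.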
ERG-DNA inh = qHTS for Small Molecule Inhibitors of the ERG Ets/DNA interaction | AID 624246, 2012 | Transcriptional regulator ERG (Homo sapiens), P11308 | Potency, µM (titrated, usually from 76.9 µM), inactives show top-dose FP activity, negative = inhibition, usual class: inhibitors | fluorescence polarization, His-ERG Ets domain / labelled DNA | 370,000 compounds, 0.028% hits; active = well fitted inhibition curve with a large enough effect in the polarisation, with a control signal flat; inconclusive = small, poorly fitted or top-dose-only effect, or effect the other way, or a change in a side signal; inactive = no such curve, though single readings can be large or run the other way; the % refers to the polarisation;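 also: polarization taken with two DNA probes labelled with fluorescein and Texas red; potency is read from the fitted curve at half-maximal effect; % of control where 0% means no effect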
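His-tagged ERG Ets domain (1 uM in the protein solution; 300mM KCl, 50mM Tris-HCl, 1mM EDTA, 1mM DTT, pH 7.5) received compound, then a probe mix of 5 nM fluorescein-DNA and 100nM Texas-615-DNA. Fluorescence polarization was read for both dyes.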
APEX1 inh = qHTS Assay for Inhibitors of the Human Apurinic/apyrimidinic Endonuclease 1 (APE1) | DNA repair nuclease/redox regulator APEX1 (Homo sapiens), P27695 | recombinant APE1, TAMRA/BHQ-2 abasic DNA cleavage fluorescence | Potency, µM (highest dose often 65.8 µM), for the others: at the highest dose activity change, negative = inhibition, usual class: inhibitors | 350,000 compounds, 0.35% hits;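 also: potency is read from the fitted curve at half-maximal effect; plate controls were vehicle for no effect and reference inhibitor for full effect; nearly all actives have a fitted effect of over 55% in size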
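0.75 nM APE1 + cpd, 15 min RT; start w/ 50 nM TAMRA/BHQ-2 THF-abasic dsDNA; kinetic fluor 525/598 nm ×3 reads @60 s; Δ(read3−read1); normalized to DMSO and NSC13755 control wells.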
LDHA inh = qHTS assay for inhibitors of human lactate dehydrogenase. AID 1347041, 2019. purified LDHA, NADH/diaphorase-resazurin fluorescence; hits give low values. L-lactate dehydrogenase A chain (Homo sapiens), P00338. activity change, % (values are at about 110 or 230 µM). 480,000 compounds, 0.15% hits; in the data active = activity change below about -30%; inconclusive = mostly about -25% to -30%;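 also: plate controls were DMSO wells for no effect and wells without enzyme for full effect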
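Enzyme activity of human lactate dehydrogenase 5 (2 nM; 0.06 mM NADH, 0.2 mM pyruvate, 5 min, RT) is measured via a resazurin/diaphorase fluorescence readout of residual NADH.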
Anesthetic bind = qHTS Assay for Identification of Novel General Anesthetics | Ferritin light chain (Equus caballus), P02791 | AID 485281, 2010 | 350,000 compounds, 0.074% hits | apoferritin/1-aminoanthracene competitive binding, fluorescence | Potency, µM (doses to about 77.5 µM), without a hit: at the top dose activity change, negative = displacement, usual class: inhibitors; also: potency is read from the fitted curve at half-maximal effect; % is scaled to controls: 0 for no effect and ±100 for the full control effect; nearly all actives have a fitted effect of over 20% in size
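Concentration-response curves derived by four-parameter Hill fitting of normalized fluorescence, where compounds displaced 1-AMA from 10 uM horse apoferritin following a brief 10 min room-temperature incubation; propofol titration acted as positive control.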
RGS4 inh = Inhibitors of Regulator of G Protein Signaling (RGS) 4: qHTS | Regulator of G-protein signaling 4 (Homo sapiens), P49798 | Transcreener GDP fluorescence polarization, RGS4-accelerated GTP hydrolysis | Potency, µM (highest dose often 114 µM), for the others: top-dose activity change, negative = inhibition, usual class: inhibitors | 390,000 compounds, 0.039% hits | AID 504845, 2011; also: potency is read from the fitted curve at half-maximal effect; % is scaled to controls: 0 for no effect and ±100 for the full control effect; nearly all actives have a fitted effect of over 75% in size; some results filed as inactive show a strong effect at the top dose
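MLSMR compounds (23 nl, pin-transferred) preincubated 10 min at room temperature with a 500nM (2x) first reagent, then RGS4 at 900nM (2x) plus Transcreener GDP mix added; fluorescence polarization (620/688 nm) read before and after 90 min at 30 °C.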
Pol kappa inh = qHTS for Inhibitors of Polymerase Kappa; Potency, µM (titrated, usually from 107 µM), for the others: top-dose activity, negative = inhibition, usual class: inhibitors; 400,000 compounds, 0.53% hits; purified Pol kappa, fluorescent DNA synthesis assay, 10 min; AID 588579, 2011; DNA polymerase kappa (Homo sapiens), Q9UBT6; also: potency is read from the fitted curve at half-maximal effect; % is scaled to controls: 0 for no effect and ±100 for the full control effect
Target sequence (Q9UBT6 whole entry, looked up): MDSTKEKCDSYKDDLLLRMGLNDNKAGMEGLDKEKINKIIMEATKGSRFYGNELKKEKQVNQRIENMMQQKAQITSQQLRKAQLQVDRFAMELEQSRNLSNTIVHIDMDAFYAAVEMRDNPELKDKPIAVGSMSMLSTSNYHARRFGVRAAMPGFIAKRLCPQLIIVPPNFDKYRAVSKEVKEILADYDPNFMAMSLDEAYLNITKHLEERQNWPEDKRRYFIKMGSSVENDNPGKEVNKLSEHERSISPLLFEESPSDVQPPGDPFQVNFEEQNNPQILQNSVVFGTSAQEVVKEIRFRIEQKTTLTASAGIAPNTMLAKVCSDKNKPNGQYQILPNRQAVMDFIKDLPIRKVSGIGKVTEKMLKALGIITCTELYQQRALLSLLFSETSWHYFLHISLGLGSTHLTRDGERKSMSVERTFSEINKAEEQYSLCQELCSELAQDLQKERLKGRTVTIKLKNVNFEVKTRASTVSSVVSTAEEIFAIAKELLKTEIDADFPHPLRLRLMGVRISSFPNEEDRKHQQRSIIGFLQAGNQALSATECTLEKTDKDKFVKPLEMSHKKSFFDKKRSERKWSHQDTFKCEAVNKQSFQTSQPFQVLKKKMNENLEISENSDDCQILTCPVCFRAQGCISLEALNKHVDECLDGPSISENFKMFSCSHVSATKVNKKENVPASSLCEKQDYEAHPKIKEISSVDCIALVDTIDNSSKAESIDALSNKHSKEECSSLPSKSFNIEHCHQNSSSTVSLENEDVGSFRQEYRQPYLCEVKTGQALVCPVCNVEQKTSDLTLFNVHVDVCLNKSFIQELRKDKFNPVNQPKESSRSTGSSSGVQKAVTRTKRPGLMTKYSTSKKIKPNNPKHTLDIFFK
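50 nM final substrate added after 15 min RT preincubation of 10 nM Pol kappa with compound; fluorescence read at 0 and 10 min.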
Pol eta inh = qHTS for Inhibitors of Polymerase Eta; DNA polymerase eta (Homo sapiens), Q9Y253; recombinant Pol eta, fluorescent DNA replication assay; Potency, µM (doses to about 114 µM), without a hit: at the top dose activity change, negative = inhibition, usual class: inhibitors; 390,000 compounds, 1.2% hits; also: potency is read from the fitted curve at half-maximal effect; % is scaled to controls: 0 for no effect and ±100 for the full control effect
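Fluorescent replication assay: 50 nM final substrate added after a 15 min room-temperature compound preincubation with 10 nM enzyme. Signal taken at 0 min and again at 10 min.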
Numbers without * were called inactive; u = inconclusive; x = no result given; [ ] = remark or other dose. Unless noted, calls follow the shape of the dose curve; as a rule, active = well fitted curve in the direction sought with a large enough effect; inconclusive = small, poorly fitted or top-dose-only effect, or another doubt; inactive = no such curve, though single readings can be large; an effect the other way counts as inactive or inconclusive.

#1 COc1ccc(-c2cc(C)no2)cc1S(=O)(=O)NCCCN1CCCCCC1
#2 C=CCn1c(=O)c(C(=O)NCc2ccccc2)c(O)c2ccccc21
#3 Cc1cccc(N2CCN(C(=O)c3ccc4c(c3)N(Cc3cccc(Cl)c3)C(=O)c3ccccc3S4=O)CC2)c1C (stereo not given)
#4 O=S(=O)(Oc1ccc(C(=S)N2CCOCC2)cc1)c1ccc(Cl)cc1
#5 CCN(C(=O)COC(=O)c1ccc(OC)c(S(=O)(=O)N2CCCc3ccccc32)c1)C1CCS(=O)(=O)C1 (stereo not given)
#6 O=C(Cn1cnc2c(OCc3ccccc3)ncnc21)NCc1ccc2[nH]ccc2c1
Compound	1	2	3	4	5	6
POLB inh	9%	53%	-11%	5%	2%	x
ALOX12 inh	u	20%	-24%	133%[activator]	-7%	-6%
ERG-DNA inh	-7%	-3%	1%	-13%	11%	4%
APEX1 inh	-21%	-7%	x	-41%	0%	-18%
LDHA inh	-4	3	1	-8	1	-13
Anesthetic bind	-9%	-8%	-6%	-22%	-7%	x
RGS4 inh	9%	7%	16%	2%	5%	10%
Pol kappa inh	-15%	-19%	-8%[60.1 µM]	-9%	14%	-26%
Pol eta inh	3%	-20%	-15%	-8%	5%	-9%

#7 CC1CN=C(c2ccccc2)O1 (stereo not given)
#8 CCOC(=O)CSc1nnc(CNC(=O)c2ccc(OC)cc2)n1C1CCCCC1
#9 COc1ccc(NC(=O)Cn2c(=O)sc3ccccc32)cc1
#10 COc1ccc(C(=O)NCCSc2ccccc2)cc1OC
#11 CCc1ccc(NS(=O)(=O)c2ccc3[nH]c4c(c3c2)CCCCCC4)cc1
#12 Cc1cc(/C=C2/NC(=O)NC2=O)c(C)n1-c1ccncc1
Compound	7	8	9	10	11	12
POLB inh	x	13%	5%	-15%	17%	10%
ALOX12 inh	-9%	-16%	0%	-21%	u	0%
ERG-DNA inh	-1%	10%	1%	1%	1%	-3%
APEX1 inh	x	-3%	10%	8%	x	-2%
LDHA inh	-5	-2	0	3	-4	-4
Anesthetic bind	x	-14%	0%	-10%	-1%	-14%
RGS4 inh	-3%	-4%	-20%	u	-14%	-34%
Pol kappa inh	-8%	3%	-11%	-4%	-9%[60.1 µM]	-15%
Pol eta inh	-6%	9%	-6%	-6%	u	-21%

#13 CC(C)OC(=O)Nc1ccc(-c2ccc(NC(=O)OC(C)C)cc2Cl)c(Cl)c1
#14 CCCN(CCO)CCCc1ccccc1
#15 O=C(CSc1ccc2nnc(-c3ccccn3)n2n1)Nc1ccc2c(c1)OCCO2
#16 Cc1ccc(C)c(CN2CCCN(Cc3ccccc3C)S2(=O)=O)c1
#17 CCOCCc1nn2c(=O)cc(COC(=O)c3ccc(NC(=O)C(C)(C)C)cc3)nc2s1
#18 COCCCNC(=O)/C=C/c1ccc(Cl)cc1Cl
Compound	13	14	15	16	17	18
POLB inh	21%	-2%	3%	-18%	-4%	21%
ALOX12 inh	-27%	u	-2%	-22%	-25%	-9%
ERG-DNA inh	10%	-9%	6%	-7%	1%	0%
APEX1 inh	-2%	16%	6%	x	x	2%
LDHA inh	-8	-14	-1	1	-6	-7
Anesthetic bind	2%	-6%	-11%	52%[activator]	0%	-10%
RGS4 inh	12%	-13%	-2%	10%	16%	-1%
Pol kappa inh	-7%	-1%	4%	5%	1%[60.1 µM]	1%
Pol eta inh	-19%	-9%	-6%	-11%	-2%	-11%

#19 COCCn1c(C)cc(C(=O)CSc2nc3ccccc3o2)c1C
#20 O=C(Cn1c(=O)oc2ccccc21)Nc1ccc(C(=O)O)cc1
#21 CCN1C[C@@H]2[C@@H]3C(=O)N(C)C(=O)[C@@H]3[C@](CC)(C(=O)OC)N2C1=NCc1ccccc1
#22 Cc1ccc2occ(-c3cc(-c4ccc(F)cc4)nc4c3COc3ccc(F)cc3-4)c(=O)c2c1
#23 CCOC(=O)C1CCCN(C(=O)c2cc(COc3ccc(C)nc3)on2)C1 (stereo not given)
#24 COc1ccc(-n2nc(C(=O)NCC(=O)N3CCC(C(N)=O)CC3)c3ccccc3c2=O)cc1
Compound	19	20	21	22	23	24
POLB inh	-3%	-17%	x	-10%	30%	50%
ALOX12 inh	-23%	-20%	-14%	0%	-16%	-4%
ERG-DNA inh	-2%	1%	5%	0%	-4%	-5%
APEX1 inh	1%	x	x	x	-8%	1%
LDHA inh	-13	2	-2	-1	-6	-10
Anesthetic bind	-15%	-10%	x	-2%	-19%	-8%
RGS4 inh	-51%	2%	1%	3%	15%	7%
Pol kappa inh	-19%	-6%	-5%	-5%	-19%	-11%
Pol eta inh	-2%	-7%	-18%	-13%	-9%	1%

In the list so far, 6 have an aryl methoxy group.
#1 COc1ccc(-c2cc(C)no2)cc1S(=O)(=O)NCCCN1CCCCCC1
#5 CCN(C(=O)COC(=O)c1ccc(OC)c(S(=O)(=O)N2CCCc3ccccc32)c1)C1CCS(=O)(=O)C1 (stereo not given)
#8 CCOC(=O)CSc1nnc(CNC(=O)c2ccc(OC)cc2)n1C1CCCCC1
#9 COc1ccc(NC(=O)Cn2c(=O)sc3ccccc32)cc1
#10 COc1ccc(C(=O)NCCSc2ccccc2)cc1OC
#24 COc1ccc(-n2nc(C(=O)NCC(=O)N3CCC(C(N)=O)CC3)c3ccccc3c2=O)cc1
Compound	1	5	8	9	10	24
POLB inh	9%	2%	13%	5%	-15%	50%
ALOX12 inh	u	-7%	-16%	0%	-21%	-4%
ERG-DNA inh	-7%	11%	10%	1%	1%	-5%
APEX1 inh	-21%	0%	-3%	10%	8%	1%
LDHA inh	-4	1	-2	0	3	-10
Anesthetic bind	-9%	-7%	-14%	0%	-10%	-8%
RGS4 inh	9%	5%	-4%	-20%	u	7%
Pol kappa inh	-15%	14%	3%	-11%	-4%	-11%
Pol eta inh	3%	5%	9%	-6%	-6%	1%

Screening results: PubChem, National Center for Advancing Translational Sciences (NCATS)

Some of the compounds tested; rates above refer to the full screens.
